Assay outcomes as filed in PubChem BioAssay.
miR-122 sensor: miR-122 Renilla sensor signal increase in Huh7, primary screen, miR-122 inhibitor project, cell-based, single point, plate reader; Huh7 miR-122 Renilla luciferase sensor, 48 h; neutral wells = 0, positive control = 100; activation (reporter increase), % at 12.5 µM; 0.3% of 340,000 active;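 active = mean replicate activation score at least 90 and every replicate individually at or above 90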;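 note: higher luciferase means less miR-122 activity so hits act as miR-122 inhibitors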
PglD DTNB: C. jejuni PglD acetyltransferase inhibitors, primary screen, biochemical, DTNB colorimetric, single point; 0.098% of 360,000 active; UDP-N-acetylbacillosamine N-acetyltransferase PglD (Campylobacter jejuni); inhibition, % at 12.5 µM; purified PglD enzyme, DTNB colorimetric CoA detection; AID 602405, 2012; in the data active = inhibition above about 16%, passing the limit was not always enough; note: strong numbers were not always called active
PGC1a acetyl inh: inhibitors of PGC1a acetylation signal, primary screen, cell-based, U2OS, AlphaScreen, inhibitor mode; AlphaScreen anti-acetyl-lysine; with virally co-expressed GCN5 acetyltransferase; AID 651687, 2012; 0.17% of 350,000 active; inhibition, % at 15.6 µM;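 active = every replicate shows inhibition of at least 40%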;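 note: 0% = neutral control wells and 100% = positive control wells; some results beyond the cut were filed as inactive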
INS-1E GSIS act: GLuc luminescence reporter in INS-1E cells, primary screen for activators of glucose-dependent secretion of insulin; 0.61% of 370,000 active; INS-1E GLuc reporter insulin secretion, 2-3 h; activation, % at 16.6 µM; AID 743287, 2014;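 active = lowest replicate activation of at least 40%, so every replicate reaches that level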;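 note: 0% = median of neutral control wells and 100% = median of IBMX positive control wells; some compounds called inactive have numbers as strong as hits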
F508del corr: F508del CFTR correction, initial screen, CFBE line, single point. activity (quench increase), % at 7.58 µM. CFBE cells, YFP halide quenching; stimulated with forskolin plus potentiator P3; % fluorescence drop versus neutral controls. 0.36% of 350,000 active;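 active = mean added fluorescence quench of at least 8% versus neutral control, with both replicates also reaching 8%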;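 note: cells transiently co-express mutant CFTR-F508del with the halide-sensitive YFP; corrector assay measuring rescue of mutant channel to the surface after 24 h compound exposure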
C2C12 statin: suppressors of statin myotoxicity in C2C12 myotubes, primary screen, cell-based, single point, plate reader; C2C12 myotubes + simvastatin, ATP luminescence, 48 h; scaled: DMSO 0, geranylgeraniol control 100; rescue of ATP level, % at 7.49 µM; 0.78% of 330,000 active; AID 602340, 2012;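 active = mean ATP rescue above about 67%, or every replicate alone reaching that limit, limit read from the data, passing the limit was not always enough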;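 note: myotubes were challenged with 10 µM simvastatin during compound exposure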
FN deposition inh: inhibitors of fibronectin matrix deposition, primary screen, AH1F cells, Alexa488-fibronectin fluorescence, plate reader; 0.086% of 350,000 active; inhibition, % at 12.6 µM; AH1F fibroblasts, overnight;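 active = mean inhibition across replicates of 30% or more, regardless of how many single replicates reach that level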;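 note: positive control wells lacked labelled fibronectin entirely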
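Measured by – fluorescence 485/525 nm · System – AH1F fibroblast monolayer, labelled fibronectin deposition · Amount – 10000 cells per well · Buffer or medium – serum-reduced DMEM (2% serum) · Doses – single dose, pinned · Also added – fluorescent fibronectin at 24 nM final · Schedule – 1 h cell attachment, overnight exposure to compound and label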
Cneo AK release: Cryptococcus neoformans cell lysis inducers, primary screen, AK release luminescence, single concentration. C. neoformans lysis, adenylate kinase release luminescence, 4 h; normalised: neutral wells 0, clomiphene wells 100. 0.2% of 360,000 active. lysis activity, % at 15 µM. AID 651654, 2012;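 active = mean lysis activity across replicates of at least 80%, whatever share of replicates individually reach that level; inactive = mean lysis activity below 80%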
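Material: C. neoformans cells; Schedule: 4 h static compound exposure, 37 °C, read 1 h post-reagent; Measured by: adenylate kinase release luminescence; Read-out: signal increase indicating cell lysis; Controls: Clomiphene as positive lysis control.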
Active calls of the source: *; · = no result given; & = joins results of further samples; ! = not active in a repeat; [ ] = dose if it differs, or a comment.

SMILES | miR-122 sensor | PglD DTNB | PGC1a acetyl inh | INS-1E GSIS act | F508del corr | C2C12 statin | FN deposition inh | Cneo AK release
COc1ccc(NC(=O)c2ccc(NC(=O)CCS(=O)(=O)c3cccs3)cc2)cc1 | · | -3 | · | 0 | -1.9 | -14 | 12 | 2
O=c1ccc2ccc(O[C@@H]3O[C@H](CO)[C@@H](O)[C@H](O)[C@H]3O)c(O)c2o1 | · | -1 | · | 7 | 0.4 | -4 | 8 | 1
CCOC(=O)COc1nc(OC)nc(N2CCOCC2)n1 | -3 | -8 | -4 | · | · | 5 | · | 0
CN(C)S(=O)(=O)c1ccc(C(=O)NN2C(=O)NC3(CCCCC3)C2=O)cc1 | -1 | -1 | 0 | 17 | 4.0 | -10 | -6 | 0
CCCNC(=O)N1[C@H](C#N)[C@H](c2ccc(-c3cccc(OC)c3)cc2)[C@@H]1CO | · | 0 | -6 | · | -1.2 | 22 | · | -4
COC(=O)c1c(C)[nH]c(C(=O)CN2CCOCC2)c1C | -5 | 1 | 7 | · | · | 2 | · | -4
COc1ccc([C@@H]2[C@@H](C)N(c3ccccc3)c3ccccc3C(=O)N2Cc2ccccc2)cc1 | -5 | 3 | -16 | -10 | -2.0 | -2 | -14 | -3
OC[C@@H]1CN(Cc2ccc3c(c2)OCO3)C[C@H](n2cnc3c(NCc4ccco4)ncnc32)O1 | -6 | -4 | 16 | -2 | -1.1 | 5 | 1 | -1
Cc1ccc(NC(=O)CSCC(=O)Nc2ncc3c(n2)CC(c2ccco2)CC3=O)cc1 (stereo not drawn) | -1 | -2 | -5 | · | · | 2 | · | -2
CCOC(=O)C1=C(C)NC(=O)C(C(N)=O)C1c1ccccc1 (stereo not drawn) | -7 | -4 | 5 | · | · | 111* | -3 | -2
Cc1ccc2cc(C#N)c(N3CCCN(C(=O)c4cnccn4)CC3)nc2c1 | 22 | · | · | 10 | -0.4 | -4 | 0 | ·
O=C(CCCn1c(SCC(=O)Nc2ccccc2C(F)(F)F)nc2ccccc2c1=O)NCC1CCCO1 (stereo not drawn) | 6 | 8 | 1 | 20 | -0.9 | 0 | -2 | 31
CC(=O)Nc1cccc(-c2ccnc3c2CC(C)(C(=O)Nc2cccnc2)O3)c1 (stereo not drawn) | -2 | -4 | 15 | -18 | 2.4 | -6 | 2 | 2
COC/C=C/C1=CC2=CC(=O)C(C)(OC(=O)c3cnc4ccccc4n3)C(=O)C2=CN1Cc1ccccc1 (stereo not drawn) | 1 | 1 | 10 | · | -0.5 | -29 | -3 | 0
C[C@H](CO)N1C[C@H](C)[C@H](CN(C)C(=O)NC2CCCCC2)Oc2ccc(NC(=O)Nc3ccccc3)cc2C1=O | -3[16.7 µM] | 3 | -5 | -4 | 1.2 | -20 | · | 0
COC(=O)C1=C[C@@H](C(=O)OC)[C@@H]2C3=C(C(=O)[C@@]2(C)NC(=O)c2ccccc2)[C@H](C)n2c(=O)n(C)c(=O)n2[C@@H]3C1 | · | 9 | · | 2 | 0.8 | 12 | -1 | 3
Cc1ccc(-c2onc3ccc(C4OCCO4)cc23)cc1 | · | · | 3 | -6 | 1.4 | · | -5 | ·
CC(C)CCn1nc(C(=O)OC(C)C(=O)NC(N)=O)c2ccccc2c1=O (stereo not drawn) | -7 | 6 | 13 | 29 | · | · | · | 0
COc1ccc(N2CCN(C(=O)c3ccc(N(C)S(=O)(=O)c4ccc(OC)cc4)cc3)CC2)cc1 | · | · | -21 | -5 | -2.2 | · | 7 | ·
CN1C(=O)N(C)c2cccc3cccc1c23 | -3 | 2 | 2 | 9 | 0.3 | -4 | -5 | 1

Three entries from above, sorted by length of the SMILES, highest first.
SMILES | miR-122 sensor | PglD DTNB | PGC1a acetyl inh | INS-1E GSIS act | F508del corr | C2C12 statin | FN deposition inh | Cneo AK release
COC(=O)C1=C[C@@H](C(=O)OC)[C@@H]2C3=C(C(=O)[C@@]2(C)NC(=O)c2ccccc2)[C@H](C)n2c(=O)n(C)c(=O)n2[C@@H]3C1 | · | 9 | · | 2 | 0.8 | 12 | -1 | 3
CC(C)CCn1nc(C(=O)OC(C)C(=O)NC(N)=O)c2ccccc2c1=O (stereo not drawn) | -7 | 6 | 13 | 29 | · | · | · | 0
CCOC(=O)COc1nc(OC)nc(N2CCOCC2)n1 | -3 | -8 | -4 | · | · | 5 | · | 0

Additional entries.
SMILES | miR-122 sensor | PglD DTNB | PGC1a acetyl inh | INS-1E GSIS act | F508del corr | C2C12 statin | FN deposition inh | Cneo AK release
CCn1c(SCC(=O)c2ccc(Cl)cc2)nnc1-c1cccs1 | -3 | 0 | · | · | · | · | 3 | -9
OC[C@@H]1[C@@H](c2ccc(/C=C/c3ccccc3)cc2)[C@@H]2CN(Cc3ccncc3)CCCCN12 | 0[16.7 µM] | 4 | -5 | -30 | 1.4 | 36 | · | -2
Cn1c(Cn2cnc([N+](=O)[O-])n2)nnc1SCC(=O)Nc1cccc(Cl)c1 | 20 | 3 | · | -7 | · | · | -4 | 1
CCc1nnc(NS(=O)(=O)c2ccc(N=CC3=C(O)CC(C)(C)CC3=O)cc2)s1 | 11 | -3 | 15 | 5 | · | 5 | 2 | 1
Cc1ccc(OCC(=O)Nc2ccc3c(c2)nc(CCN2CCOCC2)n3C)cc1 | 3 | 2 | 6 | · | · | 1 | · | 0
CCOC(=O)C1(CCOc2ccccc2)CCN(Cc2ccccc2O)CC1 | -5 | -3 | · | -4 | 2.1 | -5 | -9 | 1
COc1ccccc1N/C(=N/S(=O)(=O)c1ccc(C)cc1)c1ccccc1 | 135* | 5 | · | · | 1.8 | · | 1 | 0
CC(=O)Nc1ccc(N2CCOCC2)c(Cl)c1 | 15 | -7 | · | 8 | -0.5 | 2 | 3 | -2
O=C(Nc1ccc(N2CCN(C(=O)c3cccs3)CC2)cc1)c1ccccc1F | · | 0 | · | 11 | 2.2 | -3 | 6 | -1
C[C@@H]1CN([C@H](C)CO)C(=O)Cc2cc(NS(=O)(=O)c3ccc(Cl)cc3)ccc2O[C@H]1CN(C)CC1CC1 | 4[16.7 µM] | 2 | 0 | 9 | -0.3 | 8 | · | -1
O=C(COC(=O)c1ccco1)Nc1cccc(S(=O)(=O)N2CCOCC2)c1 | -5 | 1 | 2 | -8 | 0.0 | -8 | -1 | -11
COC(=O)CCC(=O)OC1(C)C(=O)C=C2C=C(C3CC3)N(Cc3ccccc3)C=C2C1=O (stereo not drawn) | · | 4 | · | -12 | 0.2 | 10 | 2 | -6
Cc1ccn2c(Cc3ccccc3)c(-c3ccc(F)cc3)nc2c1 | 2 | 0 | · | -6 | 5.9 | -10 | 17 | 7
CC(=O)Nc1ccc2c(c1)C(=O)N(C)[C@H]1CC[C@H](CC(=O)NCc3ccc(F)cc3)O[C@@H]1CO2 | 3[16.7 µM] | -2 | 5 | -5 | 0.6 | 12 | -13 | 7
C[C@H]1CN([C@@H](C)CO)C(=O)Cc2cc(NS(=O)(=O)c3cn(C)cn3)ccc2O[C@@H]1CN(C)Cc1ccc(-c2ccccc2)cc1 | 3[16.7 µM] | · | 0 | -8 | 0.5 | 88* | · | ·
CCCC(=O)Nc1ccc2oc(=O)ccc2c1 | -3 | 0 | 5 | 4 | -1.0 | 12 | 11 | 3
CCn1nc(C(=O)OCC(=O)N(CC(C)C)c2c(N)n(Cc3ccccc3)c(=O)[nH]c2=O)c2ccccc2c1=O | 3 | 7 | · | 31 | 0.9 | 1 | 2 | 0
Cc1noc(C)c1C(=O)OCC(=O)c1ccc[nH]1 | 0 | -4 | 5 | 5 | · | -2 | -13 | 1
O=C(Nc1ccc(F)cc1)N1CC(=O)N2[C@H](CO)[C@@H](c3ccc(-c4ccccc4)cc3)[C@@H]2C1 | · | · | 5 | -20 | 2.8 | · | -4 | ·
CCc1nc2ccc(C(=O)NCCCn3ccnc3)cn2c1N(C)Cc1ccc(N(C)C)cc1 | 1 | -4 | · | 3 | -0.5 | -4 | 0 | 1
CCOC(=O)c1ccc2nc(NC(NC(C)=O)(C(=O)OC)C(F)(F)F)sc2c1 (stereo not drawn) | 9 | 5 | 4 | -2 | · | 2 | · | -1
CS(=O)(=O)N1CC(=O)N2[C@H](C1)[C@H](c1ccc(Br)cc1)[C@@H]2CO | · | · | -6 | 5 | -6.8 | · | 15 | ·
COc1cc2c(cc1OC)C(C(=O)Nc1ccccn1)C(c1cccnc1)N(C)C2=O (stereo not drawn) | -1 | 3 | 3 | · | · | -2 | · | 0
C=CCn1c(CNS(=O)(=O)c2ccc(Cl)cc2)n[nH]c1=S | 7 | -2 | 10 | 13 | -0.6 | · | · | -1
c1nc(N2CCOCC2)c2[nH]cnc2n1 | 1 | -2 | -10 | 2 | · | -23 | · | 1
COCCNC(=O)C(c1ccc(F)cc1)N(Cc1cccs1)C(=O)CCC(=O)Nc1ccccn1 (stereo not drawn) | · | -2 | · | -12 | 1.5 | 11 | 16 | -1
COC(=O)/C(=N\Nc1ccc(Cl)cc1)Sc1nnc(-c2ccc(OC)cc2)n1C | 1 | -1 | 2 | -10 | 0.2 | · | 3 | 8
C[C@H]1CN([C@@H](C)CO)C(=O)c2cccc(NC(=O)c3cnccn3)c2O[C@H]1CN(C)S(=O)(=O)c1cccs1 | -4[16.7 µM] | 1 | 2 | 11 | -1.6 | · | 1 | 0
CC1(C)CC(=O)C(C=NCC2CCN(C(=O)Nc3ccc(Cl)c(Cl)c3)CC2)=C(O)C1 | 4 | -8 | -9 | -16 | · | -3 | · | -1
CN(C)CCCNC(=O)[C@H]1[C@H](CO)[C@H]2Cn3c(cccc3=O)[C@@H]1N2C(=O)Nc1cc(F)ccc1F | · | -5 | · | 28 | · | 13 | · | -2
COCC#Cc1ccc([C@H]2[C@@H](CO)N3C(=O)CN(C(=O)C4CCCCC4)C[C@H]23)cc1 | · | · | -4 | 9 | -2.5 | · | -16 | ·
C/C(Cn1cnc([N+](=O)[O-])n1)=N\NC(=O)c1ccc(Br)cc1 | -4 | 2 | -5 | -2 | -1.5 | -1 | 2 | 1
COc1ccc(CCNC(=O)Nc2cccs2)c(OC)c1 | -10 | -5 | -9 | -6 | -0.7 | 21 | 1 | 1
CCN1CCN(S(=O)(=O)c2ccc(Br)s2)CC1 | 0 | · | -5 | 5 | · | -9 | -7 | 2
S=C(NCCSCc1ccccc1Cl)Nc1ccccc1 | -12 | 5 | 0 | · | · | 19 | · | 22
CC(C)NC(=O)Nc1ccc2c(c1)C(=O)N([C@H](C)CO)C[C@@H](C)[C@@H](CN(C)S(=O)(=O)c1ccc(Cl)cc1)OCCCC[C@@H](C)O2 | -1[16.7 µM] | 2 | -12 | -34 | -5.2 | · | 12 | -2
CC(NC(=O)c1noc2c1CCCCC2)c1ccccc1 (stereo not drawn) | -3 | -7 | -4 | -9 | 1.6 | 2 | 8 | -2
O=S(=O)(c1ccccc1F)N1C[C@@H]2N[C@H](C1)C2c1ccc(/C=C/c2ccccc2)cc1 (stereo partly drawn) | · | · | 1&-5 | 171*! | -3.6&-3.8 | · | 3&10 | ·
O=C1OC/C(=C(/O)c2ccc(Cl)cc2)C1=O | -7 | 9 | -3 | -13 | -0.3 | 29 | -12 | 0
Oc1ccc2c(c1)c1ccccc1c1ncccc21 | -8 | -1 | 12 | 11 | 1.5 | 1 | 9 | 0

The order is random; overall some 2.1% were active at least once.
